Source: PubChem BioAssay
Dengue-2 NS5 capping = flavivirus cap methylation enzyme inhibition – biochemical, confirmation dose response, primary screen (AID 588689) | hit rate 0.3% among 340,000 | Dengue-2 NS5 methyltransferase capping enzyme assay, biochemical; higher % means a stronger effect | inhibition, % at 25 µM; hits with a dose series show IC50 in µM; in the data active means a potency from the dose series; inconclusive means inhibition above about 29% without an active follow-up result
MgcRacGAP inhibition = MgcRacGAP GTPase-activating activity inhibitors, confirmation, biochemical, ADP Hunter fluorescence. inhibition, % at 30 µM, or IC50 in µM where a hit was titrated. MgcRacGAP-stimulated Rac1 GTP hydrolysis, ADP Hunter fluorescence; higher % means a stronger effect; GST-tagged Rac1 F28L mutant substrate. AID 624330. hit rate 0.6% among 340,000;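 active means first-screen hits whose inhibition reached a set limit at any dose in the follow-up dose series; inconclusive means inhibition above the set first-screen limit but never retested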;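 further: fluorescence reports GDP produced by GAP-driven GTP hydrolysis; strong numbers were not always called active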
K1F lysis inhibition = inhibition of K1F phage lysis, E. coli UTI89, bacterial capsule biogenesis inhibitors, alamar blue (AID 488966); E. coli UTI89 K1F phage lysis, alamar blue, 2 h; higher % means a stronger effect; inhibition, % at 100 µM; hits with a dose series show IC50 in µM; hit rate 0.02% among 340,000;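 active means phage lysis inhibition, versus mean bacterial control, above a set limit; inconclusive means no clear call, values can overlap the other calls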;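 further: capsule biogenesis inhibitors block K1F phage lysis so surviving cells raise fluorescence; higher fluorescence means more inhibition of phage lysis; actives were called in the ten point dose series up to 300 µM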
Dengue-2 NS5 capping pilot replicate = recorded beside Dengue-2 NS5 capping, whose call it bears; inhibition, %; measured here: pilot screen replicate inhibition
* = called active by the depositor; i = inactive; ? = inconclusive; [ ] = remark or other dose. The list is partial; the hit share may differ from the screen's.

SMILES	Dengue-2 NS5 capping	MgcRacGAP inhibition	K1F lysis inhibition	others
CN(C(=O)c1ccc(NC(=O)Cc2cccc(NC(=O)C3CCCN(C(=O)C4CCC4)C3)c2)cc1)C1CC1 (stereo unspecified)	-8%	2%	0.4%	Dengue-2 NS5 capping pilot replicate=-6.1
CCN(CC)C(=O)Cn1cc([N+](=O)[O-])cc1[N+](=O)[O-]	2%	1%	-3.5%
Cn1c(=O)c2c(nc(CCC3CCCC3)n2C)n(C)c1=O	-17%	8%	0.9%
COc1ccc(C(=O)Nc2ccc(C)c(S(=O)(=O)N3CCOCC3)c2)cc1S(=O)(=O)N1CCCC1	-4%	0%	0.3%[50 µM]
Cc1ccc2c(Cl)cc(Cl)c(O)c2n1	-9%	7%	-0.8%
CC(=O)Nc1ccc(S(=O)(=O)NN=CCCc2ccccc2)cc1	2%	1%	-3.8%
O=C(O)C(Cc1ccc(O)c([N+](=O)[O-])c1)N1C(=O)c2ccccc2C1=O (stereo unspecified)	-2%	-10%	3.5%
Clc1ccc(C=NN2CCCCCC2)c(Cl)c1	-2%	-1%	-0.1%
COc1cc(C=c2c3ccccc3n3c2cc(-c2ccccc2)[n+]3C)cc(OC)c1OC	-33%	323µM*	1.4%
O=C(OCc1ccccc1)N1CCC2CC1c1cc(N3CCCCC3)ccc12 (stereo unspecified)	-9%	0%	0.0%
O=C1CCC(C(=O)OCC(=O)N2N=C3/C(=C\c4ccccc4)CCCC3C2c2ccccc2)N1 (stereo unspecified)	-1%	-7%	0.6%
CC1CC=CCC1(CO)CO (stereo unspecified)	-19%	5%	-2.8%
C=CCn1c(=O)n(C)c2c(=O)n(C)c(=O)n(C)c21	9%	3%	-2.0%
CC1CC2C(C(O)CC3(C)C2CCC3(O)C(=O)CO)C2(C)C=CC(=O)C=C12 (stereo unspecified)	-3%	-4%	5.2%
O=C(NCc1ccccc1)c1ccc(NC(=O)C2CCCC2)cc1	-3%	11%	0.2%	Dengue-2 NS5 capping pilot replicate=-2.1
Nc1ccc(Cc2ccc([N+](=O)[O-])cc2)cc1	-2%	5%	-1.1%
COc1c2c(cc(O)c1C(C)=O)OC(C)(C)C=C2	-12%	6%	-0.6%
CC(C)CSc1nc(N)nc2c1ncn2C1OC(CO)C(O)C1O (stereo unspecified)	-2%	1%	2.3%
CC1(C)C2CCC1(C)C(SC(=N)N)C2 (stereo unspecified)	10%	6%	5.5%
COc1ccccc1NC(=O)NNC(=O)c1ccncc1	4%	0%	0.7%
O=C(Cc1ccc(NC(=O)C2CCN(C(=O)C3CCC3)CC2)cc1)Nc1cccc(C(=O)N2CCCC2)c1	1%	4%	0.1%	Dengue-2 NS5 capping pilot replicate=2.1
COc1ccc(N=[N+]([O-])c2ccc(OC)cc2)cc1	4%	5%	-0.4%
CCOc1ccc2[nH]c(=O)c(CN(CCCN3CCOCC3)C(=O)Nc3ccc(F)cc3)cc2c1	-1%	-6%	0.0%
O=C(CCCCC(=O)NN=Cc1ccc(Cl)cc1)NN=Cc1ccc(Cl)cc1	-4%	1%	0.1%
O=P(CCc1ccccc1)(c1ccccc1)c1ccccc1	-5%	0%	-2.7%
N#C/C(=C/C1=C(N2CCOCC2)C(=C/c2ccccc2)/CC1)C(=O)Nc1ccccc1F	-15%	6%	-4.8%
COc1cccc(C2=CC(=O)C(C(C)(C)C)N2C(C)(C)C)c1 (stereo unspecified)	4%	-9%	-0.2%	Dengue-2 NS5 capping pilot replicate=1.5
CC1=C(O)C(=O)C(C2=C(O)C(=O)C(C)=C(O)C2=O)=C(O)C1=O	28µM*	-8%	-2.9%
CCCCN1CC(COCc2ccccc2)Oc2cccc(F)c2S1(=O)=O (stereo unspecified)	4%	10%	0.1%
O=C1NC(=S)NC(=O)C1=Cc1ccccc1C(=O)O	2%	-1%	3.5%
O=C1C2CCCN2C(=O)N1CCN1CCN(c2cccc(C(F)(F)F)c2)CC1 (stereo unspecified)	-4%	-5%	-1.4%
CCCc1nnc(NS(=O)(=O)c2ccc(C)cc2)o1	-4%	1%	1.5%
COC(OC)C1(CCc2ccccc2)NC(=O)NC1=O (stereo unspecified)	-1%	-1%	-1.8%
Cc1ccc(OC(=O)CCC(=O)Oc2ccc(C)cc2C)c(C)c1	-6%	5%	0.6%
Oc1ccc(C=NN=C2c3ccccc3-c3ccccc32)c(O)c1	-10%	-2%	5.1%
CN(Cc1ccccc1)C(=O)c1ccc(NC(=O)Cc2ccc(NC(=O)C3CCCN(C(=O)C4CCC4)C3)cc2)cc1 (stereo unspecified)	-7%	5%	0.2%	Dengue-2 NS5 capping pilot replicate=-1.8
O=C(NN=Cc1ccc2c(c1)OCO2)c1ccccc1	-3%	5%	-2.9%
O=c1c(O)c(-c2ccc(O)c(O)c2)oc2cc(O)ccc12	-15%	46µM*	?
Cc1ccc(S(=O)(=O)c2ccc([N+](=O)[O-])o2)cc1	-21%	-5%	-2.4%
CN(C(=O)Nc1cccc([N+](=O)[O-])c1)c1ccccc1	-12%	1%	2.9%

Compounds from the list above containing fluorine:
SMILES	Dengue-2 NS5 capping	MgcRacGAP inhibition	K1F lysis inhibition	others
CCOc1ccc2[nH]c(=O)c(CN(CCCN3CCOCC3)C(=O)Nc3ccc(F)cc3)cc2c1	-1%	-6%	0.0%
N#C/C(=C/C1=C(N2CCOCC2)C(=C/c2ccccc2)/CC1)C(=O)Nc1ccccc1F	-15%	6%	-4.8%
CCCCN1CC(COCc2ccccc2)Oc2cccc(F)c2S1(=O)=O (stereo unspecified)	4%	10%	0.1%
O=C1C2CCCN2C(=O)N1CCN1CCN(c2cccc(C(F)(F)F)c2)CC1 (stereo unspecified)	-4%	-5%	-1.4%

Returning to the listing with the 4 entries that preceded the break.
SMILES	Dengue-2 NS5 capping	MgcRacGAP inhibition	K1F lysis inhibition	others
O=C(NN=Cc1ccc2c(c1)OCO2)c1ccccc1	-3%	5%	-2.9%
O=c1c(O)c(-c2ccc(O)c(O)c2)oc2cc(O)ccc12	-15%	46µM*	?
Cc1ccc(S(=O)(=O)c2ccc([N+](=O)[O-])o2)cc1	-21%	-5%	-2.4%
CN(C(=O)Nc1cccc([N+](=O)[O-])c1)c1ccccc1	-12%	1%	2.9%
COc1ccc(C(=O)COc2ccc(C(C)=O)cc2OC)cc1OC	1%	10%	-1.9%
O=[N+]([O-])c1cccc(C=NN=Cc2ccccc2O)c1	4%	4%	1.5%
O=C(NCc1ccccc1)c1ccccc1	-1%	0%	-2.5%
O=C(COc1ccccc1)c1ccccc1	-1%	1%	-4.3%
OCC1OC(Oc2c(Br)cc(Br)cc2Br)C(O)C(O)C1O (stereo unspecified)	-1%	2%	-3.0%
CN(C(=O)c1ccc(NC(=O)Cc2ccc(NC(=O)C3CCN(C(=O)CCc4ccccc4)CC3)cc2)cc1)C1CCCC1	-2%	6%	0.1%	Dengue-2 NS5 capping pilot replicate=-4.5
CC1=NC(C)(C)CC2CCC(O)C12 (stereo unspecified)	0%	3%	i
CN(C)c1ccc(S(=O)(=O)N2CCCCC2)cc1NC(=O)CCNC(=O)c1ccccc1Cl	1%	8%	1.0%[50 µM]
Cc1ccc(S(=O)(=O)Nc2ccc3ccccc3c2[N+](=O)[O-])cc1	32µM*	-2%	6.7%
CCOc1cc(C)nc(N2CCC(C(=O)NC3CC3)CC2)n1	4%	12%	-0.8%
C(COC1CC2CC1C1C2CC2OC21)OC1CC2CC1C1C2CC2OC21 (stereo unspecified)	0%	0%	2.0%
O=C1NC(=S)SC1=Cc1ccc(F)cc1	3%	16%	-4.2%
COCCOC(=O)c1c(C)oc2ccc(O)c(CN3CCC(C)CC3)c12 (tested in a mixture with another compound)	-5%	2%	13%
COc1ccc(C)cc1NC(=O)c1nc2nc(C)cc(C)n2n1	10%	8%	1.1%
O=C(O)C1C2CC(C(Br)C2Br)C1C(=O)O (stereo unspecified)	-4%	-1%	-2.1%
Nc1ccccc1-c1ccn[nH]1	9%	6%	-3.2%
CC(=O)N(C(C)=O)c1cccc(N(Cc2ccccc2)Cc2ccccc2)c1	-4%	2%	?
Cc1ccc(S(=O)(=O)CCC(=O)OCC(=O)Nc2cc(S(=O)(=O)N3CCOCC3)ccc2Cl)cc1	1%	6%	0.6%[50 µM]
Cc1ccc(OC(C)C(=O)N2CCN(c3ccccn3)CC2)cc1 (stereo unspecified)	-4%	6%	-0.5%
CCOC(=O)C1=NNC(C(=O)O)C1c1ccccc1 (stereo unspecified)	-2%	0%	0.4%

4 structures already listed, sorted by length of the SMILES, ascending.
SMILES	Dengue-2 NS5 capping	MgcRacGAP inhibition	K1F lysis inhibition	others
O=C(O)C1C2CC(C(Br)C2Br)C1C(=O)O (stereo unspecified)	-4%	-1%	-2.1%
OCC1OC(Oc2c(Br)cc(Br)cc2Br)C(O)C(O)C1O (stereo unspecified)	-1%	2%	-3.0%
CN(C)c1ccc(S(=O)(=O)N2CCCCC2)cc1NC(=O)CCNC(=O)c1ccccc1Cl	1%	8%	1.0%[50 µM]
CN(C(=O)c1ccc(NC(=O)Cc2cccc(NC(=O)C3CCCN(C(=O)C4CCC4)C3)c2)cc1)C1CC1 (stereo unspecified)	-8%	2%	0.4%	Dengue-2 NS5 capping pilot replicate=-6.1

(next part)
SMILES	Dengue-2 NS5 capping	MgcRacGAP inhibition	K1F lysis inhibition	others
O=C(Oc1ccccc1Cl)c1ccccc1	-9%	-8%	3.1%
CCC1(c2ccc(F)cc2)NC(=O)N(CC(=O)Nc2cccc(S(=O)(=O)N3CCCC3)c2)C1=O (stereo unspecified)	-2%	6%	0.3%[50 µM]
CC(=O)OC1(C(C)=O)CCC2C3CC4OC45CC(O)CCC5(C)C3CCC21C (stereo unspecified)	-1%	1%	4.3%
CN(C(=O)c1cccc(NC(=O)Cc2cccc(NC(=O)C3CCN(C(=O)C4CC4)CC3)c2)c1)C1CC1	3%	4%	0.1%	Dengue-2 NS5 capping pilot replicate=-4.8
CC(=O)Oc1cc2c(c3ccccc13)CCC2=O	0%	7%	-1.2%
COc1ccc2oc(-c3ccncc3)cc(=O)c2c1	0%	8%	-1.5%
CCOc1ccccc1C=NN1CCCCCC1	-9%	-9%	2.2%
O=C(CCCOc1ccc(Cl)cc1Cl)NC(Cc1ccccc1)C(=O)O (stereo unspecified)	-5%	2%	0.4%
O=C1C=C(C2CCCCC2)C(=O)c2ccccc21	4%	0%	9.7%
CSCCC(NC(=O)COc1ccccc1)C(=O)OCc1ccc(Cl)cc1 (stereo unspecified)	5%	-3%	-0.7%[50 µM]
COc1ccc(C=NNC(=S)NN=Cc2ccc(OC)c(OC)c2)cc1OC	3%	8%	-1.7%
COc1cc(C(=O)N2CCN(c3ccccc3)CC2)c2ccccc2n1	11%	5%	-1.1%
Cc1ccc(CN2CCN(CCCn3cnc4c(OCc5ccccc5)ncnc43)CC2)cc1	-8%	-7%	0.2%
CC(C)Cn1cnc2c(SCc3ccccc3F)nc(N)nc21	-6%	8%	1.7%
CCOC(=O)c1nnsc1C(OC)Oc1ccccc1 (stereo unspecified)	6%	2%	1.1%
C[C@H]1CN[C@@H](CCO)/C1=C\c1ccccc1	1%	2%	0.4%	Dengue-2 NS5 capping pilot replicate=-4.6
